# Source: PubChem (National Center for Advancing Translational Sciences (NCATS))
# Abeta yeast res: qHTS for compounds that reverse cellular toxicity of Amyloid beta (A-beta) peptide in yeast: Primary Screen. yeast expressing A-beta42, growth rescue, OD600, 48 h; response scale: 0% DMSO, 100% iron-clioquinol control. Potency, µM (series often up to 46.1 µM), without a hit: at the top dose growth rescue, most hits filed as activators. 410,000 compounds, 0.063% hits; note: potency is the fitted concentration of half-maximal effect; nearly all actives have a fitted effect of over 55% in size
#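 Yeast A-beta toxicity model in growth medium with pinned compounds, 48 h at 30 C; growth read as absorbance at 600 nm. Normalized to FeCl3/clioquinol equimolar mix (positive) and DMSO (negative).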
# FUS yeast rescue: qHTS for Suppressors of FUS Proteinopathy: Primary screen using FUS-linked yeast assay | S. cerevisiae FUS-expressing, growth rescue, OD600, 24 h | Potency, µM (titrated, usually from 76.6 µM), for the others: top-dose growth rescue (activation), hits mostly activators | 390,000 compounds, 0.24% hits | AID 1347120, 2019;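 note: potency is the fitted concentration of half-maximal effect; plate controls were DMSO vehicle for no effect and reference control for full effect; nearly all actives have a fitted effect of over 55% in size; some results filed as inactive show a strong effect at the top dose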
#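 Restored growth of FUS-toxic S. cerevisiae, read as 600 nm absorbance after 24 h at 30C in galactose medium (starting OD 0.005). Controls CP55940 and DMSO.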
# GLP1R cytotox: qHTS of GLP-1 Receptor Inverse Agonists: Cytotox Screen. HEK293 cAMP-luciferase reporter cells, luminescence, 24 h. Potency, µM (series often up to 38.3 µM), without a hit: at the top dose activity change, negative = inhibition, most hits filed as inhibitors. 410,000 compounds, 0.13% hits;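 note: loss of luciferase light is scored as toxicity; potency is the fitted concentration of half-maximal effect; % is set by controls: 0 for no effect and ±100 for the full control effect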
#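 Here, cytotoxicity is scored as loss of luminescence. The MLSMR collection was tested on cells seeded in medium containing 10% Nu serum, with a 24 hr compound exposure preceded by 12 hours of culture.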
# Akt phos inh: HTS Assay for Inhibitors of Akt Phophorylation: Primary Screen; AID 651550, 2012; Neuro2A IGF-stimulated pAkt S473 HTRF, 20 min; hits give low values; activity change, % for hits at 50 µM; 360,000 compounds, 0.32% hits; in the data active = activity change below about -80%; inconclusive = mostly about -51% to -80%; note: % is set by controls: 0 for no effect and ±100 for the full control effect
#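 Neuro2A cells (4,500/well, DMEM with 0.5% FBS) were treated with compound at a single 50 µM final concentration, stimulated with 6 nM IGF for 20 min at 37 °C, and lysed. Phospho-Akt Ser473 was read by HTRF as 665/615 ratio ×10^4.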
# aSyn rescue: qHTS of alpha-syn Inhibitors. Yeast expressing alpha-synuclein, growth rescue, BacTiter-Glo, 24 h. Potency, µM (series often up to 46.1 µM), inactives show top-dose growth rescue (activation), hits mostly activators. 370,000 compounds, 0.14% hits. AID 652106, 2013; note: potency is the fitted concentration of half-maximal effect; % of control where 0% means no effect; nearly all actives have a fitted effect of over 65% in size
#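 Galactose-induced alpha-syn yeast (OD600=0.02, raffinose-pregrown) + pinned cpd, 24 hr, 30 deg C; growth by BacTiter-Glo luminescence. Growth restoration scores as activation.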
# PTHR1 agonist: qHTS for PTHR1 Agonists: Primary Screen | HEK293 GP2 PTHR1 cells, GloSensor cAMP luminescence, 1 h | 410,000 compounds, 0.075% hits | Parathyroid hormone/parathyroid hormone-related peptide receptor (Homo sapiens), Q03431 | AID 743266, 2014 | Potency, µM (series often up to 115 µM), without a hit: at the top dose activation, actives largely listed as activators; note: potency is the fitted concentration of half-maximal effect; nearly all actives have a fitted effect of over 55% in size; some results filed as inactive show a strong effect at the top dose; inactives centre near -15; many of its hits are not listed in these tables
# Target sequence (Q03431 whole entry, looked up): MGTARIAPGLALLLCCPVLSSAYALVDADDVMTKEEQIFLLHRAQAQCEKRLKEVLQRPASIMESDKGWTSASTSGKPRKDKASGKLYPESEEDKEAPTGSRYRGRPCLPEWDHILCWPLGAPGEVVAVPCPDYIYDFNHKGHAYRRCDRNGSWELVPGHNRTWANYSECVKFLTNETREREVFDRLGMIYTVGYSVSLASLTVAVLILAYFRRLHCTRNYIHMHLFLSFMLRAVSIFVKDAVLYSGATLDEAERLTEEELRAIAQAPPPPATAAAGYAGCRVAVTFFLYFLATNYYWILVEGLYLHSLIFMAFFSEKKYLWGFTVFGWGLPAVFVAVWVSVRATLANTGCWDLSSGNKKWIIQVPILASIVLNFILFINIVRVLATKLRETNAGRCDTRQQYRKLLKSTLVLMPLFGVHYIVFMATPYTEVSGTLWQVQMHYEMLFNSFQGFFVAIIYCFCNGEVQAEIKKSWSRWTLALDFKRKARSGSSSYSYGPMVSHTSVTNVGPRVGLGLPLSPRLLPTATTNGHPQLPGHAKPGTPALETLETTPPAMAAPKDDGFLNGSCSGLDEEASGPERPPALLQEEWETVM
#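 HEK-293-derived GP2 cells expressing PTHR1 and a GloSensor cAMP reporter, 3,000/well, plated overnight, given luciferin plus IBMX (each 0.5 mM as added) for 1 h at 37 °C, then compound for 1 h at 37 °C. Luminescence was read after 15 min at room temperature.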
# TDP43 rescue: qHTS of TDP-43 Inhibitors; TDP-43 expressing yeast growth rescue, BacTiter-Glo, 24 h; Potency, µM (series often up to 46.1 µM), without a hit: at the top dose growth rescue (activation), hits mostly activators; 410,000 compounds, 1.8% hits; AID 652104, 2013; note: potency is the fitted concentration of half-maximal effect; % of control where 0% means no effect; nearly all actives have a fitted effect of over 50% in size
#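 Readout is BacTiter-Glo luminescence of cell growth, so inhibitors register as activators. TDP-43-expressing yeast at OD600=0.02 in galactose medium, after raffinose pregrowth to mid-log, were incubated with compound for 24 hr at 30 deg C.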
# MmCpn inh: Inhibitors of TCP-1 ring complex (TRiC) of Methanococcus maripaludis (MmCpn): qHTS | Potency, µM (series often up to 76.9 µM), without a hit: at the highest dose activity, negative = inhibition, hits mostly inhibitors | purified Mm-Cpn ATPase, ADP Transcreener TR-FRET | 330,000 compounds, 0.031% hits; note: potency is the fitted concentration of half-maximal effect; % is set by controls: 0 for no effect and ±100 for the full control effect; nearly all actives have a fitted effect of over 80% in size
#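 ATPase turnover read by TR-FRET ADP competition (Eu cryptate antibody/ADP-d2, 665/590 nm): 10uM ATP final, 25nM Mm-CPN final, 30 min 37degC after 10-min compound preincubation, pH 7.4 Tris/KCl/MgCl2/DTT buffer.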
# GLP1R inv ag: qHTS of GLP-1 Receptor Inverse Agonists (Inhibition Mode) | 410,000 compounds, 1.6% hits | HEK293 GLP-1R CRE-luciferase, luminescence, 24 h; GLP-1R form is constitutively active | Potency, µM (doses to about 38.3 µM), inactives show at the top dose activity change, negative = inhibition, hits mostly inhibitors | Glucagon-like peptide 1 receptor (Homo sapiens), P43220; note: potency is the fitted concentration of half-maximal effect; % is set by controls: 0 for no effect and ±100 for the full control effect; nearly all actives have a fitted effect of over 55% in size
# Target sequence (P43220 whole entry, looked up): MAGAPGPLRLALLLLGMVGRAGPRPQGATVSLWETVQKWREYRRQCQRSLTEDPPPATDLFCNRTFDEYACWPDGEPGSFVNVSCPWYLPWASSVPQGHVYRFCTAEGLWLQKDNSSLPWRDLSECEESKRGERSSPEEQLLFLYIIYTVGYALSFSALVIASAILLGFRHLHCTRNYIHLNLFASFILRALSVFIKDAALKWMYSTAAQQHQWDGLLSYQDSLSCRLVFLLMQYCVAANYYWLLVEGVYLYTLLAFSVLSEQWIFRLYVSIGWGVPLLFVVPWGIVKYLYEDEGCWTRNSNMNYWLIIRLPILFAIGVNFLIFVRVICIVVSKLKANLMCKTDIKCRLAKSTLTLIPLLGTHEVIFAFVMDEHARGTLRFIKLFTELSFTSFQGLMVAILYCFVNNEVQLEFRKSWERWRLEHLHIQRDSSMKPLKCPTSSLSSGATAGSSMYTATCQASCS
#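 Cells are plated, allowed 12 hours at 37 deg C, then treated with compounds for 24 hr before luciferase detection reagent is added and luminescence is read after 12 min at room temperature. The HEK293 line carries constitutively active GLP-1R with a cAMP-responsive reporter.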
# Active calls of the source: *; i = inactive; ? = inconclusive; / = not tested or not shown; [ ] = remark or other dose. Unless noted, calls come from the whole dose curve; as a rule, active = well fitted curve in the direction sought with a large enough effect; inconclusive = small, poorly fitted or top-dose-only effect, or another doubt; inactive = no such curve, though single readings can be large; an effect the other way counts as inactive or inconclusive. An excerpt; count on the stated rates, not on these rows.
item	molecule	PTHR1 agonist	MmCpn inh	TDP43 rescue	Abeta yeast res	GLP1R cytotox	FUS yeast rescue	aSyn rescue	Akt phos inh	GLP1R inv ag
1	Cc1ccc(S(=O)(=O)NC(=O)c2cc(C)n(CCCN3CCOCC3)c2C)cc1	i	-2%	-5%	18%	4%	14%	0%	i	5%
2	O=C(NC(C(=O)O)c1ccccc1)c1ccccc1 (stereo not drawn)	i	0%	9%	-1%	5%	-32%	2%	i	30%
3	COc1ccc(CSc2ncn[nH]2)cc1[N+](=O)[O-]	i	1%	18%	12%	-14%	/	3%	i	10%
4	CN(C)c1ccc(NC(=O)Cn2c(SCc3ccccc3F)nc3cccnc32)cc1	-15%	/	0%[9.22 µM]	-11%	0%	-2%	/	/	2%
5	CCc1ccccc1OCC(=O)NNCC(=O)Nc1cccc(C#N)c1	-7%	-3%	-3%	-29%	1%	3%	0%	i	-16%
6	CSc1ccccc1NC(=O)c1c(C)noc1C	-12%[57.5 µM]	-3%	-16%	2%	-5%	7%	-6%	i	0%
7	CC(C)CNC(=O)CSc1ccc(S(=O)(=O)N2CCN(C)CC2)cn1	-25%	-1%	12%	-3%	2%	-9%	1%	i	0%
8	Cc1nc(-c2ccc(Cl)cc2)sc1C1(C)CC(c2c(Cl)cccc2Cl)=NO1 (stereo not drawn)	-27%	-5%	-6%	-6%	7%	-7%	-1%	i	3%
9	CC(C)OC(=O)C[N+](C)(C)CCN1C(=O)C2C(c3ccccc3)C=CC(c3ccccc3)C2C1=O (stereo not drawn)	-22%	4%	-3%[9.22 µM]	-1%	7%	2%	0%	i	2%
10	CC(C)CCN1C(=O)c2ccc(C(=O)Nc3cc(C(=O)O)cc(C(=O)O)c3)cc2C1=O	i	-1%	1%	1%	13%	6%	6%	i	2%
11	COc1ccc(OCCCC(=O)NCC(C)C)cc1	i	-1%	5%	0%	-4%	-3%	-1%	i	1%
12	O=C(CCn1c(=S)[nH]c2ccccc2c1=O)NCC1CCCO1 (stereo not drawn)	-2%[57.5 µM]	2%	-14%	-6%	-8%	19%	-8%	i	-4%
13	COc1ccc(-c2noc(CNS(=O)(=O)c3ccc(NC(C)=O)cc3)n2)cc1	26%	0%	1%	2%	5%	5%	-1%	i	13%
14	COc1ccc2[nH]c3c(c2c1)[C@@H]1CCN2C(=O)CCC[C@H](C3)[C@H]12	-22%	-5%	16%	2%	1%	-21%	0%	i	16%
15	CC(C)OP(=O)(OC(C)C)C(Nc1ccccc1)c1cccnc1 (stereo not drawn)	-5%	1%	-2%	3%	-2%	14%	1%	i	24%
16	Cc1ccc(Nc2nc(N)c3ccccc3n2)cc1C	-42%[inhibitor]	-2%	-18%	-57%[inhibitor]	3%	-15%	-25%	i	7.1µM*
17	COc1cc(/C=N/n2nnnc2N)ccc1O	i	1%	5%	-5%	-4%	2%	-6%	i	2%
18	Cc1cccc(C)c1NC(=O)C1c2cccc[n+]2CC(=O)N1Cc1ccc2c(c1)OCO2 (stereo not drawn)	-46%[inhibitor]	3%	14%	3%	-1%	-1%	12%	i	10%
19	O=C(O)CCC(=O)Nc1ccc(S(=O)(=O)c2ccc(NC(=O)CCC(=O)O)cc2)cc1	i	1%	17%	16%	0%	5%	-1%	i	-8%
20	N#C/C(=C/c1ccc(N2CCCCC2)o1)C(=O)NCCc1c[nH]c2ccccc12	i	-3%	11%	2%	0%	34%	19%	i	?
21	CCn1c(/C=N/n2cnnc2)nc2ccccc21	-2%[57.5 µM]	-19%	-24%	-13%	-6%	-12%	-3%	i	-1%
22	O=CC(=O)c1ccccc1	-38%[inhibitor]	-2%	?	-13%	4%	-27%	-6%	i	5%
23	COc1ccc(/C=C2/NC(=O)N(Cc3ccccc3F)C2=O)cc1OC	-8%	0%	12%	3%	-19%	-36%	5%	i	9%
24	COc1ccc(-c2csc(Nc3ccc(O)cc3)n2)cc1	-27%	3%	27%	16%	-18%	17%	-8%	i	?
25	Nc1ncnc2nc(SCCC(=O)O)[nH]c12	-15%	0%	14%	7%	-32%	4%	0%	i	-7%
26	O=C(Cn1c(C(=O)NCc2ccco2)cc2sccc21)c1ccccc1	-37%[inhibitor]	0%	13%	1%	-8%	14%	10%	i	?
27	COC(=O)[C@@]1(Cc2ccc(F)cc2)[C@H]2c3cc(C(=O)N4CCCC4)n(CCN4CCNC4=O)c3C[C@H]2CN1C(=O)c1ccccc1	-1%	/	13%	-4%	6%	39%	2%	i	21%
28	COc1ccc(NC(=O)CN(C)C(=O)CCNC(=O)c2ccccc2OC)cc1	i	2%	-11%	-6%	-15%	4%	-1%	i	-24%
29	Cn1cc(-c2nnnn2-c2cccc(C(F)(F)F)c2)c(C(F)(F)F)n1	i	0%	-7%	?	5%	27%	-2%	i	6%
30	CNc1ccc(C(=O)N2CCN(S(=O)(=O)c3ccc4c(c3)OCCCO4)CC2)cc1[N+](=O)[O-]	-4%	2%	24%	5%	?	-9%	-1%	i	9%
31	CCOC(=O)c1noc2ncnc(N3CCC(C)CC3)c12	-23%	/	?	-4%	1%	-3%	/	/	-11%
32	O=C(CC(=O)N/N=C\c1cccc(Cl)c1Cl)NCc1ccccc1	-17%	1%	14%	10%	-3%[1.53 µM]	-4%	1%	i	-4%
33	Cc1cccc(-n2nc3c(c2NC(=O)c2ccco2)CS(=O)C3)c1C (stereo not drawn)	i	-1%	20%	-12%	5%	6%	0%	i	16%
34	O=C(CSc1ccc2ccccc2c1)Nc1nc2ccccc2[nH]1	-13%	-3%	-21%	9%	-6%	/	13%	i	-1%
35	Cc1ccc(S(=O)(=O)NCC(c2ccco2)N2CCc3ccccc3C2)cc1 (stereo not drawn)	-10%	-1%	-24%	16%	3%	-4%	14%	i	?
36	Cc1ccc(OCC(=O)Nc2ccc3c(c2)ncn3C)cc1	i	/	1%	1%	-19%	-4%	0%	i	17%

# Single records (already shown):
# Listed for COC(=O)[C@@]1(Cc2ccc(F)cc2)[C@H]2c3cc(C(=O)N4CCCC4)n(CCN4CCNC4=O)c3C[C@H]2CN1C(=O)c1ccccc1 = PTHR1 agonist = -1%; MmCpn inh = /; TDP43 rescue = 13%; Abeta yeast res = -4%; GLP1R cytotox = 6%; FUS yeast rescue = 39%; aSyn rescue = 2%; Akt phos inh = i; GLP1R inv ag = 21%
# Listed for O=C(Cn1c(C(=O)NCc2ccco2)cc2sccc21)c1ccccc1 = PTHR1 agonist = -37%[inhibitor]; MmCpn inh = 0%; TDP43 rescue = 13%; Abeta yeast res = 1%; GLP1R cytotox = -8%; FUS yeast rescue = 14%; aSyn rescue = 10%; Akt phos inh = i; GLP1R inv ag = ?

# Compounds listed so far with a nitro group on carbon:
item	molecule	PTHR1 agonist	MmCpn inh	TDP43 rescue	Abeta yeast res	GLP1R cytotox	FUS yeast rescue	aSyn rescue	Akt phos inh	GLP1R inv ag
3	COc1ccc(CSc2ncn[nH]2)cc1[N+](=O)[O-]	i	1%	18%	12%	-14%	/	3%	i	10%
30	CNc1ccc(C(=O)N2CCN(S(=O)(=O)c3ccc4c(c3)OCCCO4)CC2)cc1[N+](=O)[O-]	-4%	2%	24%	5%	?	-9%	-1%	i	9%

# Other structures follow.
item	molecule	PTHR1 agonist	MmCpn inh	TDP43 rescue	Abeta yeast res	GLP1R cytotox	FUS yeast rescue	aSyn rescue	Akt phos inh	GLP1R inv ag
37	Cc1ccc(CN(C(=O)c2ccccc2[N+](=O)[O-])C2CCS(=O)(=O)C2)o1 (stereo not drawn)	i	2%	-3%	-9%	-15%	22%	-4%	i	15%
38	Cc1nnc(C)c2c(C)n(-c3ccccc3N)c(C)c12	-10%	-9%	1%	-4%	?	-10%	5%	i	-8%
39	CCc1c(C(=O)N2CCOCC2)csc1C	-2%[57.5 µM]	4%	-17%	10%	-20%	-14%	-2%	i	0%
40	CCOc1ccc(C(=S)N2CCN(C)CC2)cc1	i	1%	-6%	-1%	23%	3%	0%	i	7%
41	Cc1ccc(N2CC(NC(=O)c3cccs3)CC2=O)cc1 (stereo not drawn)	i	/	19%	-5%	-11%	-10%	/	/	10%
42	NC(=O)C1CCN(C(=O)c2ccc(Oc3ccccc3)cc2)CC1	-11%	-1%	-14%	-16%	4%	24%	-2%	i	0%
43	COc1ccc(OCC(=O)N2CCN(c3cccc(C(F)(F)F)c3)CC2)cc1	-68%[inhibitor][57.5 µM]	-2%	?	22%	-1%	?	12%	i	?
44	Cc1ccc([C@H]2N[C@]3(CCCN(Cc4ccc(Cl)cc4)C3=O)[C@H]3C(=O)N(C)C(=O)[C@@H]23)cc1	-32%	/	0%	7%	-19%	7%	-1%	i	-8%
45	Cc1ccc(S(C)(=O)=NS(=O)(=O)c2cccc3nsnc23)cc1 (stereo not drawn)	-7%	0%	-14%	5%	-6%	22%	7%	i	-7%
46	CC1Cc2ccccc2N1C(=O)CSc1nccc(=O)[nH]1 (stereo not drawn)	i	0%	6%[9.22 µM]	-7%	5%[7.66 µM]	-7%	-2%	i	-6%[7.66 µM]
